# Screens: PubChem, National Center for Advancing Translational Sciences (NCATS)
# MmCpn inh – M. maripaludis TRiC chaperonin inhibition. Potency, µM (titrated, usually from 76.9 µM), for inactives: at the top dose activity, negative = inhibition, usual class: inhibitors. purified Mm-Cpn ATPase, ADP Transcreener TR-FRET. 330,000 compounds, 0.031% hits. AID 504842; note: potency is the fitted concentration of half-maximal effect; % is set by controls: 0 for no effect and ±100 for the full control effect; nearly all actives have a fitted effect of over 80% in size
#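 Purified archaeal chaperonin (25 nM final) was preincubated with compound for 10 min at 37°C, then ATP (10 uM final) was added for 30 min at 37°C in Tris pH 7.4/KCl/MgCl2/DTT buffer. ADP was quantified by HTRF Transcreener TR-FRET.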
# TDP-43 yeast inh – inhibitors of TDP-43 toxicity in yeast | TDP-43 expressing yeast growth rescue, BacTiter-Glo, 24 h | Potency, µM (titrated, usually from 46.1 µM), without a hit: at the highest dose growth rescue (activation), actives largely listed as activators | 410,000 compounds, 1.8% hits | AID 652104; note: potency is the fitted concentration of half-maximal effect; % of control where 0% means no effect; nearly all actives have a fitted effect of over 50% in size
#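 Luminescence from BacTiter-Glo reports growth of TDP-43-expressing yeast after 24 hr at 30 deg C with compound. Cells were raffinose-pregrown to mid-log, then seeded in galactose medium at OD600=0.02.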
# Abeta rescue – compounds reversing amyloid beta toxicity in yeast | Potency, µM (series often up to 46.1 µM), inactives show top-dose growth rescue, hits mostly activators | 410,000 compounds, 0.063% hits | yeast expressing A-beta42, growth rescue, OD600, 48 h; response scale: 0% DMSO, 100% iron-clioquinol control; note: potency is the fitted concentration of half-maximal effect; nearly all actives have a fitted effect of over 55% in size
#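 Growth rescue measured by 600 nm absorbance after 48 h yeast culture at 30 C with compound. Values normalized between DMSO and an equimolar ferric chloride plus clioquinol control.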
# FUS yeast rescue – FUS proteinopathy suppression in yeast | S. cerevisiae FUS-expressing, growth rescue, OD600, 24 h | Potency, µM (series often up to 76.6 µM), without a hit: top-dose growth rescue (activation), most hits filed as activators | 390,000 compounds, 0.24% hits;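 note: potency is the fitted concentration of half-maximal effect; plate controls were DMSO vehicle for no effect and reference control for full effect; nearly all actives have a fitted effect of over 55% in size; some results filed as inactive show a strong effect at the top dose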
#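 Toxicity suppression screen in FUS-yeast. Cells induced with 2% galactose, starting OD 0.005, treated 24hr at 30C with compounds at multiple final concentrations; growth by OD600.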
# PTHR1 agonist – agonists of human PTHR1 parathyroid hormone receptor | Q03431 | HEK293 GP2 PTHR1 cells, GloSensor cAMP luminescence, 1 h | Potency, µM (titrated, usually from 115 µM), for the others: at the highest dose activation, actives largely listed as activators | 410,000 compounds, 0.075% hits; note: potency is the fitted concentration of half-maximal effect; nearly all actives have a fitted effect of over 55% in size; some results filed as inactive show a strong effect at the top dose; inactives centre near -15; many of its hits are not listed in these tables
# Target sequence (Q03431 whole entry, looked up): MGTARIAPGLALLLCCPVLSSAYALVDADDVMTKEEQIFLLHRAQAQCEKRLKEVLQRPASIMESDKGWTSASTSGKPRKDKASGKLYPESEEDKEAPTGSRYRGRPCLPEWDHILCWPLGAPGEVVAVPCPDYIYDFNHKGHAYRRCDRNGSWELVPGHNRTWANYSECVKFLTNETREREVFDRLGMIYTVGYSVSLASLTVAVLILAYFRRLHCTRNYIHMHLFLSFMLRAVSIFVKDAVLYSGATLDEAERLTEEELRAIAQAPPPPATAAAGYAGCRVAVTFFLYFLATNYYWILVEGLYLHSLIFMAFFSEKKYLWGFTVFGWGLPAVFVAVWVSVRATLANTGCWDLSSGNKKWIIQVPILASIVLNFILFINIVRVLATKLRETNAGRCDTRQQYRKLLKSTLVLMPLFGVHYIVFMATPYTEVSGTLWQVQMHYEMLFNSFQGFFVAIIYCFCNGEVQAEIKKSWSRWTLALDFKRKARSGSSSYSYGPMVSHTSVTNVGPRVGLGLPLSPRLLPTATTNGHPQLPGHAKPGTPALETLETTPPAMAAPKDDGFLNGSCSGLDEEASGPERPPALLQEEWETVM
#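 HEK-293-derived GP2 cells expressing PTHR1 and a GloSensor cAMP reporter, 3,000/well, plated overnight, given luciferin plus IBMX (each 0.5 mM as added) for 1 h at 37 °C, then compound for 1 h at 37 °C. Luminescence was read after 15 min at room temperature.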
# GLP-1R inv ag – GLP-1 receptor (human) inverse agonism; P43220; HEK293 GLP-1R CRE-luciferase, luminescence, 24 h; GLP-1R form is constitutively active; Potency, µM (titrated, usually from 38.3 µM), for the others: top-dose activity change, negative = inhibition, most hits filed as inhibitors; 410,000 compounds, 1.6% hits; AID 624417; note: potency is the fitted concentration of half-maximal effect; % is set by controls: 0 for no effect and ±100 for the full control effect; nearly all actives have a fitted effect of over 55% in size
# Target sequence (P43220 whole entry, looked up): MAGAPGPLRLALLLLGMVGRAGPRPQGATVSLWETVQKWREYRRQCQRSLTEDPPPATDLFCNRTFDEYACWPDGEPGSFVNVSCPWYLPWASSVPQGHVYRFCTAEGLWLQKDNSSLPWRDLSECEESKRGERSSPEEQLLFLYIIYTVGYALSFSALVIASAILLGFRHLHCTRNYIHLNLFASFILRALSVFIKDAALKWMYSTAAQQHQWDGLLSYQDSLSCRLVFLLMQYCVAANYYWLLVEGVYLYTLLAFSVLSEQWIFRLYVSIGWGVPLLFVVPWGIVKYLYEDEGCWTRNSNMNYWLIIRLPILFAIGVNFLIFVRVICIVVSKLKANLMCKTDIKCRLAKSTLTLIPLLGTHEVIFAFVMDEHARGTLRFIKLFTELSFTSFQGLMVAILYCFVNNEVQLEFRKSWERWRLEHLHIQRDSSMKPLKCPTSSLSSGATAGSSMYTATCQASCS
#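 HEK293 cells stably co-expressing a cAMP-responsive luciferase reporter and constitutively active GLP-1R were seeded, incubated 12 h, then exposed to compounds for 24 h at 37 C. Luminescence was read 12 min after detection reagent; inverse agonists lower signal.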
# GLP1R cytotox – cytotoxic in the GLP-1 receptor inverse agonist counter-screen; 410,000 compounds, 0.13% hits; HEK293 cAMP-luciferase reporter cells, luminescence, 24 h; Potency, µM (highest dose often 38.3 µM), inactives show at the top dose activity change, negative = inhibition, hits mostly inhibitors;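 note: loss of luciferase light is scored as toxicity; potency is the fitted concentration of half-maximal effect; % is set by controls: 0 for no effect and ±100 for the full control effect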
#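 To flag toxic compounds, the library was rerun on cells for 24 hr at 37 deg C and 5% CO2. Viability-linked luminescence was captured 12 min after adding luciferase detection reagent.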
# aSyn yeast inh – alpha-synuclein toxicity inhibition in yeast. Potency, µM (doses to about 46.1 µM), for the others: at the top dose growth rescue (activation), most hits filed as activators. Yeast expressing alpha-synuclein, growth rescue, BacTiter-Glo, 24 h. 370,000 compounds, 0.14% hits; note: potency is the fitted concentration of half-maximal effect; % of control where 0% means no effect; nearly all actives have a fitted effect of over 65% in size
#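 Galactose-induced alpha-syn yeast (OD600=0.02, raffinose-pregrown) + pinned cpd, 24 hr, 30 deg C; growth by BacTiter-Glo luminescence. Growth restoration scores as activation.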
# pAkt inh – blocks phosphorylation of Akt. Neuro2A IGF-stimulated pAkt S473 HTRF, 20 min; active compounds read low. activity change, % for hits at 50 µM. 360,000 compounds, 0.32% hits; in the data active = activity change below about -80%; inconclusive = mostly about -51% to -80%; note: % is set by controls: 0 for no effect and ±100 for the full control effect
#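 Neuro2A cells in DMEM with 0.5% FBS, overnight at 37 deg C, given compound at single 50 µM final, then IGF (6 nM final) for 20 min at 37 deg C. Lysed; phospho-Akt Ser473 by HTRF after 24 h, 665/615 ratio.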
# * = called active by the depositor; i = inactive; ? = inconclusive; . = not tested or not shown; [ ] = remark or other dose. Unless noted, calls come from the whole dose curve; as a rule, active = well fitted curve in the direction sought with a large enough effect; inconclusive = small, poorly fitted or top-dose-only effect, or another doubt; inactive = no such curve, though single readings can be large; an effect the other way counts as inactive or inconclusive. A portion of the library (hit frequency here may not be typical).
structure,MmCpn inh,TDP-43 yeast inh,Abeta rescue,FUS yeast rescue,PTHR1 agonist,GLP-1R inv ag,GLP1R cytotox,aSyn yeast inh,pAkt inh
Cc1cccc(S(=O)(=O)Nc2cccc(-c3cn4ccsc4n3)c2)c1,1.6%,27.1%,7.2%,19.5%,-3.8%[57.5 µM],-12.1%,-11.2%,-4.5%,i
O=C(CSc1nc2cc(Cl)ccc2s1)Nc1cccc(S(=O)(=O)N2CCOCC2)c1,-1.2%,3.3%,1.8%,11.5%,-43.6%[inhibitor],?,-4.7%,-3.1%,i
CSc1nc2c(cc1C#N)C(=O)CC(C)(C)C2,-2.7%,-2.2%[9.22 µM],-38.6%,1.0%,-34.2%[inhibitor],-16.3%,-1.6%,4.2%,i
CC1=C(C(=O)Nc2ccccc2)C(c2ccco2)C(C#N)=C(SCC(=O)Nc2cccc(C)c2C)N1 (stereo not given),-14.2%,-8.2%,4.2%,19.4%,i,-26.4%,-6.2%,3.4%,i
CCCCc1cc(=O)oc2cc(OCC(=O)NCC3CCC(C(=O)O)CC3)ccc12 (stereo not given),-0.1%,-10.7%,-14.9%,-27.1%,11.6%,9.5%,0.4%,-2.7%,i
Cc1ccccc1NS(=O)(=O)c1cc(C(=O)Nc2cccc([N+](=O)[O-])c2)ccc1C,-3.5%,16.5%,5.3%,-0.6%,-24.0%,?,-21.0%,0.4%,i
CCOC(=O)c1c(NC(=O)Cn2cc([N+](=O)[O-])cn2)sc2c1CCC2,-2.1%,0.0%,-3.3%,2.9%,i,0.0%,-3.1%,1.6%,i
CC1(C)O[C@H]2OC([C@H](O)CON3C(=O)c4ccccc4C3=O)[C@H](O)[C@H]2O1 (stereo not given in full),-2.7%,26.0%,0.5%,-16.2%,-5.7%,28.4%,1.2%,5.7%,i
NC(=O)c1ccccc1NC(=O)COc1ccc2c(c1)OCO2,1.1%,-9.9%,8.6%,10.0%,-60.1%,-11.5%,5.1%,-6.9%,i
COc1ccc(-c2nc(C#N)c(N3CCCCCC3)o2)cc1OC,-1.3%,?,-47.5%[inhibitor],27.4%,i,280.6%[activator],-2.0%,-12.2%,i

# The last 2 entries of the part above lead into the next.
structure,MmCpn inh,TDP-43 yeast inh,Abeta rescue,FUS yeast rescue,PTHR1 agonist,GLP-1R inv ag,GLP1R cytotox,aSyn yeast inh,pAkt inh
NC(=O)c1ccccc1NC(=O)COc1ccc2c(c1)OCO2,1.1%,-9.9%,8.6%,10.0%,-60.1%,-11.5%,5.1%,-6.9%,i
COc1ccc(-c2nc(C#N)c(N3CCCCCC3)o2)cc1OC,-1.3%,?,-47.5%[inhibitor],27.4%,i,280.6%[activator],-2.0%,-12.2%,i
CCCCNC(NCCCC)=C(S(=O)(=O)CC)S(=O)(=O)CC,-0.3%,18.8%,-6.1%,1.6%,-0.4%[57.5 µM],7.6%,-0.2%,-0.8%,i
CCC1(c2ccc(Cl)cc2)NC(=S)N(c2ccc(C)cc2)N1 (stereo not given),-9.2%,?,14.2%,.,i,25.3%,31.1%,9.6%,i
Cc1c(OCC(=O)N2CCC(C(N)=O)CC2)ccc2c3c(c(=O)oc12)CCCC3,2.3%,19.6%,-7.5%,-13.9%,-14.7%,20.5%,-4.2%,5.7%,i
CCc1ccccc1NC(=O)CSc1nc2c(c(-c3ccco3)c1C#N)CCCC2,-3.3%,-13.1%,5.9%,1.8%,-45.8%[inhibitor][57.5 µM],-2.2%,1.0%,-1.3%,i
COc1cc(C(=O)Nc2ccc3c(c2)N(C2CCCC2)C(=O)c2ccccc2S3)cc(OC)c1OC,.,8.3%,-0.3%,29.9%,i,-18.6%,-0.8%,.,.
N#CC(C#N)=C1C=CC=CN1/C(=C\c1ccco1)C(=O)c1ccc(Br)cc1,-7.8%,22.3%,-1.5%,.,-13.4%,?,-2.3%,8.3%,i
O=C(CN(c1cccc(C(F)(F)F)c1)S(=O)(=O)c1ccccc1)N1CCOCC1,0.1%,26.8%,21.6%,22.8%,i,4.2%,-1.3%,6.0%,i
Cc1ccc(S(=O)(=O)N2C[C@@H]3[C@H]4CC[C@H](C4)[C@@H]3[C@@H](C)[C@@H]2C2CCCCC2=O)cc1 (stereo not given in full),-1.5%,-19.9%,-6.6%,32.9%,-42.5%[inhibitor],?,1.6%,-11.5%,i
COc1cccc(C(=O)Nc2cccc(C(C)=O)c2)c1,0.2%,13.6%,18.3%,11.5%,i,19.1%,4.1%,-0.9%,i
O=C(COc1ccccc1)NC1C(=O)N2C(C(=O)O)=C(Cl)CSC12 (stereo not given),1.0%,-15.4%,11.2%,-5.8%,i,2.9%,-4.6%,2.0%,i
COc1cc(C=CC(=O)N2CCN(CC(=O)N3CCCC3)CC2)cc(OC)c1OC,.,12.3%,11.6%,-9.8%,-3.4%,1.8%,-11.5%,-3.8%,i
Cc1nnc(SCc2cccc3ccccc23)n(N)c1=O,0.6%,0.0%,2.6%,.,i,1.0%,-6.5%,0.5%,i
Cn1c(=O)[nH]c(=O)c2c1nc(N1CCOCC1)n2CC(=O)c1ccccc1,0.8%,15.9%,-3.5%,-11.6%,-23.2%,6.0%,-13.8%,-0.9%,i
COc1cccc(C(=O)NC2=NCCS2)c1OC,0.4%,-13.0%,-1.6%,-5.6%,-44.3%[inhibitor][57.5 µM],0.0%,9.6%,-0.8%,i
Cc1nc(N(C)Cc2ccccc2)c2c(C)c(C)sc2n1,1.6%,20.1%,-22.3%,7.6%,-31.3%[inhibitor],?,0.0%,?,i
CN1C=CC=C/C1=C(\C#N)c1nc2ccccc2[nH]1,-1.9%,-4.3%,3.8%,18.3%,i,0.0%,-31.4%,-0.4%,i
O=C(NCC1CC1)c1ccc(-c2cn[nH]c2)c2ccoc12,.,19.6%,-21.1%,-9.7%,i,27.2%,-0.1%,-3.5%,i
CCOc1ccc(S(=O)(=O)c2cn(Cc3ccc(OC)cc3)c3ccc(F)cc3c2=O)cc1,.,25.5%,-10.9%,0.8%,-22.2%,3.7%,6.1%,.,.
Cc1noc(C)c1S(=O)(=O)NCc1ccc(CN(C)C)cc1,-0.2%,-13.5%,3.0%,-5.4%,-13.5%,-6.5%,-8.1%,6.4%[1.84 µM],i
CC(OC(=O)c1ccccc1C(=O)N(C)C1CCCCC1)C(=O)NC1(C#N)CCCCC1 (stereo not given),2.9%,1.8%,-16.1%,17.4%,-14.6%,8.6%,-2.0%,-4.2%,i
O=C(CSc1nccn1-c1ccccc1)c1ccc(Br)cc1,-5.0%,0.1%,15.8%,7.2%,-32.4%[inhibitor][57.5 µM],?,-0.5%,-12.5%,i
CCCNC(=O)COc1coc(CN2CCN(c3ccccc3OC)CC2)cc1=O,0.2%,4.7%,-19.4%,-11.9%,i,-1.2%,5.6%,0.7%,.
O=C(Nc1nc2ccc(S(=O)(=O)N3CCCC3)cc2s1)c1cccs1,0.5%,11.8%,14.1%[9.22 µM],-3.9%,-36.7%[inhibitor],-17.0%,1.9%,2.0%,i
CCc1nc2ccc(C(=O)Nc3cccc(OC)c3)cn2c1N(CC)CCN(C)C,.,0.0%,3.5%,-19.6%,-15.9%,-23.3%,-7.2%,23.0%,i
CCOC(=O)c1ccc(NC(=O)c2c(NCc3ccccc3)[nH]c(=O)[nH]c2=O)cc1,.,10.9%,2.5%,-21.6%,-21.1%,-2.9%,-7.1%,4.0%,i
CN1CCN(c2ccc(CNC[C@H]3O[C@@H](n4cnc5c(=O)[nH]c(N)nc54)[C@H](O)[C@@H]3O)c(F)c2)CC1,.,4.2%,-11.6%,-5.6%,8.4%,28.0%,-6.3%,4.8%,i
Cc1ccccc1-n1nc2c(c1NC(=O)C1CC1)CS(=O)(=O)C2,.,11.8%,3.2%,-37.8%,-20.6%,23.7%,-0.6%,-0.8%,i
CC(CN1CCN(Cc2ccccc2)CC1)OC(=O)c1ccco1 (stereo not given),-2.6%,-8.8%,-15.4%,3.8%,-5.2%,-7.7%,0.4%,0.2%,i
CCCCOc1ccc(C(=O)N/C(=C/c2cccc([N+](=O)[O-])c2)C(=O)O)cc1,-3.1%,-21.3%,-5.4%,7.0%,20.8%,10.9%,-12.9%,1.1%,i
CC(C)OP(=O)(OC(C)C)C(Nc1ccc(C(=O)O)cc1)c1ccccc1 (stereo not given),-3.4%,-1.7%,1.7%,7.0%,46.7%,-23.4%,-9.7%,5.4%,i
Cn1c(CCN2CCOCC2)nc2cc(NC(=O)c3cccs3)ccc21,-2.0%,-15.3%,-11.7%,22.8%,17.4%,82.6%[activator],0.1%,0.9%,i
Nc1nc(NCCOCCO)nc(NCC2CCCO2)c1[N+](=O)[O-] (stereo not given),1.8%,1.9%,5.9%,-24.1%,i,18.8%,1.3%,-2.5%,i
CCCn1nc(C(=O)Nc2ccc(S(=O)(=O)Nc3ncccn3)cc2)c2ccccc2c1=O,-0.1%,-11.6%,-9.6%,16.8%,i,65.4%[activator],-2.5%,0.4%,i
N#Cc1c(-c2ccccc2)cc(-c2ccccc2)nc1SCC(O)CS(=O)(=O)Cc1ccccc1 (stereo not given),.,24.8%,3.8%,39.9%,-9.5%,?,0.6%,.,.
O=C(CSc1nnc(-c2ccncc2)n1-c1ccc(Cl)cc1)N1CCOCC1,-1.4%,-18.8%,-11.5%,-7.1%,-12.6%,0.0%,-7.2%,2.1%,i
